Source: PubChem BioAssay (several laboratories)
Dynein cargo inh: dynein cargo transport inhibition | 3617.4 mouse cells, GR-EGFP nuclear translocation imaging; test concentration mostly 20 µM; stimulated with dexamethasone, 1 µM; stronger effect = lower value | z-score, hits read low | hit rate 0.47% among 220,000;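 active means plate z-score of nuclear minus cytoplasmic receptor signal below a set negative limit, without overly bright fluorescence or cell loss, cut at about -3.5 in these data, passing the limit was not always enough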;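 further: z-score of nuclear minus cytoplasmic ring GR-EGFP intensity difference per well; some compounds called inactive have numbers as strong as hits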
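medium = tetracycline-free induction medium containing charcoal-stripped FBS | also added = 1.0 µM final dexamethasone stimulus | schedule = 48 h induction, 1 h compound, 30 min dex at 37 °C | technique = fixed, Hoechst-stained cells imaged at 10x for EGFP | measure = GR-EGFP nuclear translocation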
XIAP antagonists: XIAP antagonists, biochemical, IAP family, fluorescence polarization (AID 1018); XIAP BIR domain, fluorescence polarization peptide displacement; higher % means a stronger effect; one-dose displacement, % at 20 µM; IC50 in µM for titrated hits; hit rate 0.007% among 200,000; in the data active means displacement above about 50%; further: a part of the inactive calls stands beside numbers as strong as those of hits
Autophagy HCS: modulators of autophagy; AID 463193; hit rate 0.98% among 190,000; MEF GFP-LC3 puncta imaging; test concentration mostly 10 µM; calls only at 10 µM (by protocol);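 active means percentage of spot-positive cells more than 3 SD above its plate mean, without a fluorescence outlier flag or 80% toxicity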;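 further: spot-positive cell cutoff set from DMSO-treated cells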
b-catenin transl: beta-catenin nuclear translocation modulation. HeLa beta-catenin nuclear translocation, immunofluorescence imaging. nuclear translocation activity, % at 5 µM. hit rate 0.3% among 190,000;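 active means nuclear translocation activity above 50% at 5 µM, with a well cell count of 50 or more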;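 further: per-cell ratio of nuclear to cytoplasmic median beta-catenin stain intensity; plate controls were DMSO negative control for no effect and GSK-3 inhibitor IX positive control for full effect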
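Test system: human HeLa cells, endogenous beta-catenin. Times: 24 h compound exposure, 37°C. Measured by: beta-catenin immunofluorescence imaging with DAPI.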
Hep lipid drop: hepatic lipid droplet formation modulation. AML12 mouse hepatocytes, oleate lipid droplets, BODIPY imaging. inhibition, % at 6.5 µM. hit rate 0.4% among 240,000. AID 1656;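 active means lipid droplet intensity inhibited by at least 50%, with more than 500 cells counted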
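Material – AML12 mouse liver cells · Also added – oleate loading, 100 µM · Compound dosing – 6.5 µM single-point dosing · Times – overnight treatment with compound plus oleate · Measured by – fluorescence imaging, 20x objective, two fields per well · Read-out – percent inhibition of filter-corrected integrated lipid droplet intensity per well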
Insulin prom up: MIN6 insulin promoter up-regulation; MIN6 insulin promoter-GFP reporter, high-content imaging; stronger effect = higher value; z-score at 5 µM; hit rate 0.3% among 190,000; AID 1625;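 active means z-score above 3 at 5 µM with at least 500 cells counted in the well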
MT stabilizer: stabilizes microtubules in HeLa cells; AID 2205; HeLa tubulin immunostaining HCS, 24 h; share of cells brighter than vehicle mean+2SD; hit rate 0.83% among 200,000; % tubulin-high responders, % at 10 µM;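 active means plate Z-score above 3 for both tubulin-high and condensed-nucleus cell shares, with cell loss under 80%, at 10 µM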;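 further: anti alpha tubulin signal scored within the nucleus-defined area of each cell; some results filed as inactive read as strong as hits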
WT yeast gro inh: growth inhibition of WT yeast, mitochondrial fusion screen | hit rate 2.1% among 190,000 | inhibition, % at 10 µM | AID 1362 | mitochondrial fusion phenotypic screen, WT strain; in the data active means inhibition above about 58%; tested in S. cerevisiae
CSM14.1 death rescue: rescue of cells from ER stress-induced death, primary screen, 384-well, CSM14.1, thapsigargin, ATP luminescence (AID 1222); CSM14.1 thapsigargin-induced death rescue, ATP luminescence; higher % means a stronger effect; cellular ATP content (survival), % at 20 µM; hits with a dose series show EC50 in µM; 190,000 tested, under 10 active;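 active means EC50 below 50 µM in the dose-response confirmation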;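 further: death triggered by thapsigargin at about 15 µM added after 2 h compound pretreatment; cell ATP read after overnight thapsigargin exposure of roughly 18 to 22 hours; normalized against plate controls of thapsigargin alone and 5% DMSO vehicle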
WT yeast gro inh mutant strain: second read-out of WT yeast gro inh, no call of its own (marks repeat the call); inhibition, %; mitochondrial fusion phenotypic screen, mutant strain inhibition
Dynein cargo inh cytoplasmic EGFP: further read-out of Dynein cargo inh, marked with its call; z-score; measured here: cytoplasmic GR-EGFP intensity; stronger effect = higher value
Dynein cargo inh nuclear GR-EGFP: second read-out of Dynein cargo inh, no call of its own (marks repeat the call); z-score; measured here: nuclear GR-EGFP intensity;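 lower value marks the stronger effect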
Dynein cargo inh cell count: also measured in Dynein cargo inh; calls as there; z-score; measured here: cell count per field
Insulin prom up cell count: second read-out of Insulin prom up, no call of its own (marks repeat the call); cell count; measured here: cytotoxicity, nuclei count;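 total cells summed across four imaged fields per well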
Hep lipid drop cells 6.5 µM: recorded beside Hep lipid drop, whose call it bears; cell count; measured here: cell count, cytotoxicity flag;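 cells counted across two imaged fields per well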
b-catenin transl cell count 5 µM: second read-out of b-catenin transl, no call of its own (marks repeat the call); cell count; measured here: cell count, cytotoxicity flag
MT stabilizer Hoechst-high %: also measured in MT stabilizer; calls as there; % Hoechst-high responders; measured here: nuclear condensation Hoechst responders;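 share of cells brighter than vehicle mean plus two SD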
MT stabilizer cytotoxicity %: further read-out of MT stabilizer, marked with its call; toxicity, %; measured here: cytotoxicity by cell density;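 0% = mean cell density of plate MIN control wells and 100% = no cells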
Autophagy HCS cell loss 18 h: second read-out of Autophagy HCS, no call of its own (marks repeat the call); toxicity, %; measured here: cell loss, nuclei count;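 cell loss after 18 h compound exposure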
Active calls of the source: *.

CCC12CN3CC(CC)(CN(C1)C31C(=O)N(C)c3ccc(C)cc31)C2=O (stereo not drawn) was read as XIAP antagonists -7.1%, b-catenin transl 1.3, Hep lipid drop 4, Insulin prom up -0.15, WT yeast gro inh -21, CSM14.1 death rescue 4.1%, WT yeast gro inh mutant strain 6, Insulin prom up cell count 1142, Hep lipid drop cells 6.5 µM 793 and b-catenin transl cell count 5 µM 1184.
For COCCNC(=O)CSc1nc2ccccc2c(=O)n1CC1CCCO1 (stereo not drawn) the results were Dynein cargo inh 0.2, XIAP antagonists -3.5%, Autophagy HCS inactive, b-catenin transl 0.0, Insulin prom up 0.99, MT stabilizer 3.6, WT yeast gro inh -19, CSM14.1 death rescue -1.0%, WT yeast gro inh mutant strain 1, Dynein cargo inh cytoplasmic EGFP -0.15, Dynein cargo inh nuclear GR-EGFP 0.18, Dynein cargo inh cell count -1.6, Insulin prom up cell count 1508, b-catenin transl cell count 5 µM 1402, MT stabilizer Hoechst-high % 2.2, MT stabilizer cytotoxicity % 6.5 and Autophagy HCS cell loss 18 h -11.
COC(=O)c1sc(N2C(=O)c3oc4ccccc4c(=O)c3C2c2cccc(O)c2)nc1C (stereo not drawn) was read as Dynein cargo inh 0.92, b-catenin transl -0.4, Hep lipid drop 1, Insulin prom up -0.61, Dynein cargo inh cytoplasmic EGFP -0.12, Dynein cargo inh nuclear GR-EGFP 1.2, Dynein cargo inh cell count -1.8, Insulin prom up cell count 1026, Hep lipid drop cells 6.5 µM 779 and b-catenin transl cell count 5 µM 1322.
For COc1ccc2c(c1)N(C)/C(=C1/SC(=NCc3ccccc3)N(c3ccccc3)C1=O)S2 the results were Dynein cargo inh -0.13, XIAP antagonists -5.0%, Autophagy HCS active, b-catenin transl -0.7, Hep lipid drop -10, Insulin prom up -0.78, MT stabilizer 3.0, WT yeast gro inh 14, CSM14.1 death rescue -0.5%, WT yeast gro inh mutant strain 19, Dynein cargo inh cytoplasmic EGFP -0.027, Dynein cargo inh nuclear GR-EGFP 0.47, Dynein cargo inh cell count -0.42, Insulin prom up cell count 1573, Hep lipid drop cells 6.5 µM 567, b-catenin transl cell count 5 µM 1127, MT stabilizer Hoechst-high % 1.4, MT stabilizer cytotoxicity % 2.6 and Autophagy HCS cell loss 18 h 0.7*.
COC(=O)CCn1nc(-c2ccc(C)cc2)c2ccccc2c1=O was read as Dynein cargo inh 0.22, XIAP antagonists -3.6%, Autophagy HCS inactive, b-catenin transl 2.1, Hep lipid drop -6, Insulin prom up -0.29, MT stabilizer 3.8, WT yeast gro inh -8, CSM14.1 death rescue 1.8%, WT yeast gro inh mutant strain 6, Dynein cargo inh cytoplasmic EGFP -0.37, Dynein cargo inh nuclear GR-EGFP -0.47, Dynein cargo inh cell count -0.57, Insulin prom up cell count 1392, Hep lipid drop cells 6.5 µM 721, b-catenin transl cell count 5 µM 1025, MT stabilizer Hoechst-high % 3.2, MT stabilizer cytotoxicity % 9.9 and Autophagy HCS cell loss 18 h 27.
Cn1c(=O)c2c(ncn2CC(=O)N/N=C/C=C/c2ccccc2[N+](=O)[O-])n(C)c1=O was read as Dynein cargo inh 0.19, b-catenin transl -0.4, Hep lipid drop -27, Insulin prom up 1.5, Dynein cargo inh cytoplasmic EGFP -0.17, Dynein cargo inh nuclear GR-EGFP 0.61, Dynein cargo inh cell count 0.12, Insulin prom up cell count 1009, Hep lipid drop cells 6.5 µM 685 and b-catenin transl cell count 5 µM 1276.
NS(=O)(=O)c1ccc(NC(=O)CCc2ccccc2)cc1 was read as Dynein cargo inh -0.25, XIAP antagonists -0.6%, Autophagy HCS inactive, b-catenin transl -1.2, Hep lipid drop 2, Insulin prom up -0.57, MT stabilizer 4.1, WT yeast gro inh 1, CSM14.1 death rescue 1.6%, WT yeast gro inh mutant strain 1, Dynein cargo inh cytoplasmic EGFP -0.16, Dynein cargo inh nuclear GR-EGFP 0.22, Dynein cargo inh cell count 0.25, Insulin prom up cell count 1216, Hep lipid drop cells 6.5 µM 734, b-catenin transl cell count 5 µM 1094, MT stabilizer Hoechst-high % 1.8, MT stabilizer cytotoxicity % 3.7 and Autophagy HCS cell loss 18 h -8.
`CCCCn1c(-c2csc3c2CCC(C)C3)n[nH]c1=S` (stereo not drawn) gave Dynein cargo inh 0.14, XIAP antagonists 1.7%, Autophagy HCS inactive, b-catenin transl -2.2, Insulin prom up 0.1, MT stabilizer 2.7, WT yeast gro inh 76*, CSM14.1 death rescue -1.4%, WT yeast gro inh mutant strain 42*, Dynein cargo inh cytoplasmic EGFP -0.24, Dynein cargo inh nuclear GR-EGFP 0.35, Dynein cargo inh cell count 0.79, Insulin prom up cell count 1543, b-catenin transl cell count 5 µM 738, MT stabilizer Hoechst-high % 1.5, MT stabilizer cytotoxicity % 6.3 and Autophagy HCS cell loss 18 h -28.
`CC(=O)OC(COc1cccc(C)c1)Cn1cnc2ccccc21` (stereo not drawn) gave Dynein cargo inh -0.29, XIAP antagonists 0.6%, Autophagy HCS inactive, b-catenin transl -0.9, Hep lipid drop -23, Insulin prom up -0.45, MT stabilizer 0.9, WT yeast gro inh 11, CSM14.1 death rescue 2.6%, WT yeast gro inh mutant strain -3, Dynein cargo inh cytoplasmic EGFP -0.25, Dynein cargo inh nuclear GR-EGFP -0.2, Dynein cargo inh cell count 0.53, Insulin prom up cell count 1374, Hep lipid drop cells 6.5 µM 658, b-catenin transl cell count 5 µM 958, MT stabilizer Hoechst-high % 1.5, MT stabilizer cytotoxicity % 5.5 and Autophagy HCS cell loss 18 h 0.
`COc1cccc(CNC(=O)C2CCN(S(=O)(=O)N3CCC4(CC3)OCCO4)CC2)c1` gave Dynein cargo inh -0.49, XIAP antagonists -8.4%, Autophagy HCS inactive, b-catenin transl -0.3, Hep lipid drop 2, Insulin prom up 0.31, MT stabilizer 3.2, WT yeast gro inh -9, CSM14.1 death rescue -0.7%, WT yeast gro inh mutant strain 0, Dynein cargo inh cytoplasmic EGFP -0.24, Dynein cargo inh nuclear GR-EGFP 0.63, Dynein cargo inh cell count 0.42, Insulin prom up cell count 1234, Hep lipid drop cells 6.5 µM 733, b-catenin transl cell count 5 µM 573, MT stabilizer Hoechst-high % 3.1, MT stabilizer cytotoxicity % 5.7 and Autophagy HCS cell loss 18 h 3.
Screening COc1ccccc1NC(=O)c1cc(Br)ccc1Cl returned Dynein cargo inh -0.055, XIAP antagonists -1.0%, Autophagy HCS inactive, b-catenin transl 0.8, Hep lipid drop -3, Insulin prom up -0.32, MT stabilizer 3.8, WT yeast gro inh -10, CSM14.1 death rescue -0.8%, WT yeast gro inh mutant strain -13, Dynein cargo inh cytoplasmic EGFP -0.37, Dynein cargo inh nuclear GR-EGFP 0.0088, Dynein cargo inh cell count 0.95, Insulin prom up cell count 1242, Hep lipid drop cells 6.5 µM 761, b-catenin transl cell count 5 µM 1110, MT stabilizer Hoechst-high % 2.0, MT stabilizer cytotoxicity % 6.9 and Autophagy HCS cell loss 18 h 5.
`CC(C)C[C@H](NC(=O)OC(C)(C)C)c1nnc(SCC(=O)Nc2ccc(Br)cc2)o1` gave Dynein cargo inh -0.11, XIAP antagonists -4.0%, Autophagy HCS inactive, b-catenin transl -3.0, MT stabilizer 1.8, WT yeast gro inh 1, CSM14.1 death rescue -2.9%, WT yeast gro inh mutant strain 4, Dynein cargo inh cytoplasmic EGFP -0.09, Dynein cargo inh nuclear GR-EGFP -0.11, Dynein cargo inh cell count -0.29, b-catenin transl cell count 5 µM 897, MT stabilizer Hoechst-high % 1.4, MT stabilizer cytotoxicity % 5.5 and Autophagy HCS cell loss 18 h 5.
`O=C(Nc1ccc(S(=O)(=O)NCc2cccnc2)cc1)c1ccccc1Cl` gave Dynein cargo inh -0.37, XIAP antagonists -3.8%, Autophagy HCS inactive, b-catenin transl -0.5, Hep lipid drop 0, Insulin prom up -0.47, MT stabilizer 5.8, WT yeast gro inh -15, CSM14.1 death rescue 1.2%, WT yeast gro inh mutant strain 3, Dynein cargo inh cytoplasmic EGFP -0.3, Dynein cargo inh nuclear GR-EGFP -0.41, Dynein cargo inh cell count 0.15, Insulin prom up cell count 1046, Hep lipid drop cells 6.5 µM 691, b-catenin transl cell count 5 µM 910, MT stabilizer Hoechst-high % 2.3, MT stabilizer cytotoxicity % 5.2 and Autophagy HCS cell loss 18 h -7.
CCc1ccccc1NC(=O)CN(C)C(=O)COc1ccc(C)nc1[N+](=O)[O-] was read as Dynein cargo inh 1.6, XIAP antagonists -5.6%, Autophagy HCS inactive, Hep lipid drop -14, Insulin prom up 0.49, MT stabilizer 2.3, WT yeast gro inh 2, CSM14.1 death rescue -1.2%, WT yeast gro inh mutant strain -11, Dynein cargo inh cytoplasmic EGFP -0.2, Dynein cargo inh nuclear GR-EGFP 1.6, Dynein cargo inh cell count -1.9, Insulin prom up cell count 1280, Hep lipid drop cells 6.5 µM 646, MT stabilizer Hoechst-high % 1.7, MT stabilizer cytotoxicity % 5.9 and Autophagy HCS cell loss 18 h 0.
For COc1ccc(OC)c(NC(=O)C2CCCCC2)c1 the results were Dynein cargo inh -0.45, XIAP antagonists -16%, Autophagy HCS inactive, Hep lipid drop 0, Insulin prom up -0.83, MT stabilizer 2.4, WT yeast gro inh -15, CSM14.1 death rescue 0.1%, WT yeast gro inh mutant strain 1, Dynein cargo inh cytoplasmic EGFP -0.29, Dynein cargo inh nuclear GR-EGFP -0.45, Dynein cargo inh cell count 1, Insulin prom up cell count 1467, Hep lipid drop cells 6.5 µM 645, MT stabilizer Hoechst-high % 2.3, MT stabilizer cytotoxicity % 7.1 and Autophagy HCS cell loss 18 h 4.
